RSV CPE inhibition: inhibition of RSV-induced cytopathic effect – HEp-2 cells, primary 10 µM value included (AID 2391) | HEp-2 cells, RSV-induced CPE inhibition; higher % means a stronger effect | CPE inhibition, % at 10 µM, or IC50 in µM where a hit was titrated | 310,000 tested, 0.13% active; in the data active = a potency from the dose series; inconclusive = CPE inhibition mostly from about 23% at the one dose, without a potency; inactive = the rest, 99 in 100 with CPE inhibition below about 21%; note: strong numbers were not always called active
AID2073: inhibitors of Mint1-CaV2.2 protein interaction, biochemical, HTRF (AID 2073). HTRF protein-protein interaction, Mint1-CaV2.2; higher % means a stronger effect. one-dose inhibition, % at 20 µM; IC50 in µM for titrated hits. 290,000 tested, 0.19% active; in the data active = inhibition mostly above about 51%, no sharp cut-off; inconclusive = no clear call, values can overlap the other calls; inactive = mostly below about 53%; note: some results filed as inactive read as strong as hits
NTR1 agonist: NTR1-driven beta-arrestin-GFP spot formation – imaging, U2OS cells, high content, primary screen (AID 493036). P30989. agonist mode. activation, % at 20 µM. 330,000 tested, 0.17% active;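 active = activation at or above 40% of the spot to cytoplasm intensity ratio, with at least 20 cells analyzed; inconclusive = wells under 20 cells, flagged as cytotoxic or low count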;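 note: 0% = DMSO without peptide and 100% = 100 nM NTR1 peptide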
Target sequence (P30989 whole entry, looked up): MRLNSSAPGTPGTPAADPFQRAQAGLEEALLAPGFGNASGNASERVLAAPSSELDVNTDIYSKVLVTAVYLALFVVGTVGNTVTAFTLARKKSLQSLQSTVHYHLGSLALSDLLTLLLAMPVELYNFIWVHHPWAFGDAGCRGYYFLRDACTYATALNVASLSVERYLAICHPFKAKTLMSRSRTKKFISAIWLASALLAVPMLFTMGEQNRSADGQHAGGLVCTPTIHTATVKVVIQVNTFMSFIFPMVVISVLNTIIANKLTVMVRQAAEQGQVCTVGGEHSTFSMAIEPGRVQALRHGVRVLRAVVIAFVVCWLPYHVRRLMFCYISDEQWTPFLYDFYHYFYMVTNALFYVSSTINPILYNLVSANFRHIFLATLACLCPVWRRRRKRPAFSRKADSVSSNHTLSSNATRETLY
Large T inhibition: TAg ATPase/helicase activity blockers – biochemical (AID 1903); inhibition, % at 20 µM; hits with a dose series show IC50 in µM; 310,000 tested, 0.39% active; SV40 large T antigen ATPase/helicase inhibition assay; higher % means a stronger effect; in the data active = a potency from the dose series; inconclusive = inhibition mostly from about 32% at the one dose, without a potency; inactive = the rest, 99 in 100 with inhibition below about 32%; note: strong numbers were not always called active
UTI89 phage lysis: protection from phage-mediated lysis, alamar blue read-out – E. coli UTI89, K1F phage, bacterial capsule biogenesis inhibitors (AID 488966); 340,000 tested, 0.02% active; E. coli UTI89 K1F phage lysis, alamar blue, 2 h; higher % means a stronger effect; one-dose inhibition, % at 100 µM; IC50 in µM for titrated hits;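 active = phage lysis inhibition, versus mean bacterial control, above a set limit; inconclusive = no clear call, values can overlap the other calls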;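 note: capsule biogenesis inhibitors block K1F phage lysis so surviving cells raise fluorescence; higher fluorescence means more inhibition of phage lysis; actives were called in the ten point dose series up to 300 µM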
West Nile virus CPE: inhibition of WNV-induced cytopathic effect – cell-based, CPE readout (AID 1621); CPE inhibition, % at 10 µM, or IC50 in µM where a hit was titrated; West Nile virus-infected cells, CPE inhibition; higher % means a stronger effect; 290,000 tested, 0.02% active; in the data active = a potency from the dose series; inconclusive = CPE inhibition mostly from about 3.7% at the one dose, without a potency; inactive = the rest, 99 in 100 with CPE inhibition below about 2.2%; note: strong numbers were not always called active
Rac1 GTP hydrolysis: MgcRacGAP GTPase-activating activity inhibitors, confirmation, biochemical, ADP Hunter fluorescence; MgcRacGAP-stimulated Rac1 GTP hydrolysis, ADP Hunter fluorescence; higher % means a stronger effect; GST-tagged Rac1 F28L mutant substrate; inhibition, % at 30 µM; hits with a dose series show IC50 in µM; 340,000 tested, 0.6% active; AID 624330;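 active = first-screen hits whose inhibition reached a set limit at any dose in the follow-up dose series; inconclusive = inhibition above the set first-screen limit but never retested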;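 note: fluorescence reports GDP produced by GAP-driven GTP hydrolysis; strong numbers were not always called active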
Siah-1 displacement: blockers of Siah-1 interaction with plectin peptide – biochemical, fluorescence polarization, rhodamine-plectin, uHTS, primary screen (AID 1817). Siah-1 / rhodamine-plectin peptide fluorescence polarization; higher % means a stronger effect. 290,000 tested, 0.02% active. displacement, % at 20 µM, or IC50 in µM where a hit was titrated;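 active = displacement of at least 50% at 20 µM, with a fluorescence ratio check between 0.3 and a set limit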;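 note: plate controls were Siah plus tracer with DMSO for no effect and tracer alone without Siah for full effect; strong numbers were not always called active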
NS5 inhibitors: flavivirus cap methylation enzyme inhibition – biochemical, confirmation dose response, primary screen (AID 588689); inhibition, % at 25 µM; hits with a dose series show IC50 in µM; Dengue-2 NS5 methyltransferase capping enzyme assay, biochemical; higher % means a stronger effect; 340,000 tested, 0.3% active; in the data active = a potency from the dose series; inconclusive = inhibition above about 29% without an active follow-up result
NTR1 agonist cell count 20 µM: also measured in NTR1 agonist; calls as there; cell count; measured here: cell count, cytotoxicity flag
NS5 inhibitors pilot replicate: second read-out of NS5 inhibitors, no call of its own (marks repeat the call); inhibition, %; measured here: pilot screen replicate inhibition
* hit, by the source's call; [ ] = dose if it differs, or a comment.

`O=C(CC(C(=O)O)c1ccccc1)Nc1cccc2ccccc12` (stereo not drawn) gave RSV CPE inhibition 2.1%, AID2073 13%, NTR1 agonist 2.4, Large T inhibition 0%, UTI89 phage lysis 8.0%, West Nile virus CPE 0.9%, Rac1 GTP hydrolysis 1%, Siah-1 displacement -2%, NS5 inhibitors 1% and NTR1 agonist cell count 20 µM 72.
Cc1nnc(SCC(=O)N2CCOCC2)c2ccccc12 was read as RSV CPE inhibition 0.9%, AID2073 2%, NTR1 agonist -1.3, Large T inhibition 21%, UTI89 phage lysis 0.2%, West Nile virus CPE -0.2%, Rac1 GTP hydrolysis 7%, Siah-1 displacement 4%, NS5 inhibitors -1% and NTR1 agonist cell count 20 µM 94.
`CCCCOc1ccc(/C=C/C(=O)N(CC)CC(=O)Nc2ccc3c(c2)OCCO3)cc1OC` gave RSV CPE inhibition 7.9%, NTR1 agonist 1.2, Large T inhibition 9%, UTI89 phage lysis -0.7%[50 µM], Rac1 GTP hydrolysis 12%, NS5 inhibitors -1% and NTR1 agonist cell count 20 µM 45.
Screening Cc1cccc(C(c2c(C)nn(-c3ccccc3)c2N)c2c(C)nn(-c3ccccc3)c2N)c1 returned RSV CPE inhibition 4.8%, AID2073 2%, NTR1 agonist 2.3, Large T inhibition 5%, UTI89 phage lysis 3.0%, West Nile virus CPE 0.0%, Rac1 GTP hydrolysis -4%, Siah-1 displacement 1%, NS5 inhibitors 0% and NTR1 agonist cell count 20 µM 59.
CC(/C=N/n1c(-c2ccco2)n[nH]c1=S)=C\c1ccco1 was read as RSV CPE inhibition 1.4%, AID2073 14%, NTR1 agonist 0.1, Large T inhibition 28%, UTI89 phage lysis 2.9%, West Nile virus CPE 0.4%, Rac1 GTP hydrolysis inconclusive, Siah-1 displacement -5%, NS5 inhibitors -35% and NTR1 agonist cell count 20 µM 48.
Cc1cc(C)nc(NC(C)(C)C(=O)O)n1 was read as RSV CPE inhibition 1.5%, AID2073 1%, NTR1 agonist -1.1, UTI89 phage lysis -0.9%, West Nile virus CPE 0.0%, Rac1 GTP hydrolysis 7%, Siah-1 displacement 1%, NS5 inhibitors 2% and NTR1 agonist cell count 20 µM 25.
For O=C(CC(c1ccccc1)c1ccccc1)NCCO the results were RSV CPE inhibition 1.8%, AID2073 11%, NTR1 agonist -0.1, Large T inhibition 3%, UTI89 phage lysis 1.1%, West Nile virus CPE 0.0%, Rac1 GTP hydrolysis 1%, Siah-1 displacement 5%, NS5 inhibitors -1% and NTR1 agonist cell count 20 µM 47.
For Fc1ccc(COc2ccccc2-c2ccnc3ncnn23)cc1 the results were RSV CPE inhibition -1.1%, AID2073 21%, NTR1 agonist -1.0, Large T inhibition 9%, UTI89 phage lysis -0.4%, West Nile virus CPE 0.0%, Rac1 GTP hydrolysis 3%, Siah-1 displacement -3%, NS5 inhibitors -16% and NTR1 agonist cell count 20 µM 29.
Screening C/C(CC(=O)Nc1cc(Cl)ccc1Cl)=N\NC(=O)c1ccccc1Br returned RSV CPE inhibition -1.9%, AID2073 12%, NTR1 agonist -2.1, Large T inhibition 0%, UTI89 phage lysis -0.2%, West Nile virus CPE -0.4%, Rac1 GTP hydrolysis -4%, Siah-1 displacement 5%, NS5 inhibitors 4% and NTR1 agonist cell count 20 µM 38.
Screening O=C1CCCC2=C1C(c1cccs1)n1nc(SCc3ccccc3)nc1N2 (stereo not drawn) returned RSV CPE inhibition 19%, AID2073 25%, NTR1 agonist 1.8, Large T inhibition 6%, UTI89 phage lysis 0.1%, West Nile virus CPE -0.3%, Rac1 GTP hydrolysis 6%, Siah-1 displacement 3%, NS5 inhibitors 7%, NTR1 agonist cell count 20 µM 68 and NS5 inhibitors pilot replicate -2.4.
For Cc1cc(OCCCN2CCN(Cc3ccccc3)CC2)ccc1[N+](=O)[O-] the results were RSV CPE inhibition 3.5%, AID2073 -6%, NTR1 agonist 1.7, Large T inhibition 8%, UTI89 phage lysis -0.2%[50 µM], West Nile virus CPE -1.6%, Rac1 GTP hydrolysis 62µM*, Siah-1 displacement 16%, NS5 inhibitors -5% and NTR1 agonist cell count 20 µM 60.
Screening O=C(Nc1ccccc1C(=O)NCC1CCCO1)c1ccccc1F (stereo not drawn) returned RSV CPE inhibition 0.8%, AID2073 6%, NTR1 agonist 0.0, Large T inhibition -2%, UTI89 phage lysis -0.1%, West Nile virus CPE -0.2%, Rac1 GTP hydrolysis 6%, Siah-1 displacement 0%, NS5 inhibitors -6% and NTR1 agonist cell count 20 µM 46.
For C/C=C(/C)C(=O)Nc1cccc(C2=NOC3(C2)C[C@H](C(N)=O)N(C(=O)Cc2ccc([N+](=O)[O-])cc2)C3)c1 (stereo partly drawn) the results were RSV CPE inhibition 4.2%, AID2073 2%, NTR1 agonist -0.2, Large T inhibition 11%, UTI89 phage lysis 1.5%, West Nile virus CPE -0.7%, Rac1 GTP hydrolysis 8%, Siah-1 displacement 3%, NS5 inhibitors -1% and NTR1 agonist cell count 20 µM 48.
`COc1cccc(NC(=O)CSc2nc3ccccc3c(=O)n2CCCC(=O)NCC2CCCO2)c1` (stereo not drawn) gave RSV CPE inhibition 0.6%, AID2073 4%, NTR1 agonist -0.4, Large T inhibition 1%, UTI89 phage lysis -0.3%, West Nile virus CPE 0.4%, Rac1 GTP hydrolysis -10%, Siah-1 displacement 3%, NS5 inhibitors -5% and NTR1 agonist cell count 20 µM 64.
`O=C(O)CSCC(=O)N(c1ccccc1)c1ccccc1` gave RSV CPE inhibition 1.8%, AID2073 8%, NTR1 agonist -0.9, Large T inhibition 16%, UTI89 phage lysis -0.1%, West Nile virus CPE -0.6%, Rac1 GTP hydrolysis 9%, Siah-1 displacement 13% and NTR1 agonist cell count 20 µM 60.
Screening Cc1ccc(OCC(=O)Nc2ccc3c(c2)CCC3)c([N+](=O)[O-])n1 returned RSV CPE inhibition 3.0%, AID2073 -11%, NTR1 agonist 4.1, Large T inhibition 6%, UTI89 phage lysis 0.1%, West Nile virus CPE -1.0%, Rac1 GTP hydrolysis 8%, Siah-1 displacement -3%, NS5 inhibitors -4% and NTR1 agonist cell count 20 µM 44.
For Cn1ncc(Br)c1C(=O)N1CCN(C(=O)c2ccco2)CC1 the results were RSV CPE inhibition -0.1%, AID2073 2%, NTR1 agonist -1.1, Large T inhibition 21%, UTI89 phage lysis 3.1%, West Nile virus CPE 0.0%, Rac1 GTP hydrolysis 12%, Siah-1 displacement 3%, NS5 inhibitors -7% and NTR1 agonist cell count 20 µM 60.
For O=C(OCCCc1cc2ccccc2c(=O)o1)c1ccc(C(F)(F)F)cc1 the results were RSV CPE inhibition -0.2%, NTR1 agonist 0.7, UTI89 phage lysis -0.9%, Rac1 GTP hydrolysis 8%, NS5 inhibitors 1% and NTR1 agonist cell count 20 µM 73.
Cc1ccc(NC(=O)CSc2nnc(-c3cc(C)[nH]n3)n2N)c(C)c1 was read as RSV CPE inhibition 0.0%, AID2073 2%, NTR1 agonist 1.5, Large T inhibition 2%, UTI89 phage lysis 0.2%, West Nile virus CPE 0.1%, Rac1 GTP hydrolysis 9%, Siah-1 displacement -4%, NS5 inhibitors 3% and NTR1 agonist cell count 20 µM 60.
COc1ccc(-c2csc(NC(=O)CN3C(=O)C4CCCCC4C3=O)n2)c(OC)c1 (stereo not drawn) was read as RSV CPE inhibition 11%, NTR1 agonist 0.3, Large T inhibition -2%, UTI89 phage lysis -0.3%[50 µM], Rac1 GTP hydrolysis 8%, NS5 inhibitors 4% and NTR1 agonist cell count 20 µM 53.
For O=[N+]([O-])c1ccc(-c2cn(-c3ccccc3F)c(=S)[nH]2)cc1 the results were RSV CPE inhibition 1.0%, AID2073 32%, NTR1 agonist 2.3, Large T inhibition 16%, UTI89 phage lysis 0.8%, West Nile virus CPE 0.1%, Rac1 GTP hydrolysis 5%, Siah-1 displacement -3%, NS5 inhibitors -1% and NTR1 agonist cell count 20 µM 52.
O=C(CN1C(=O)COc2ccccc21)N1CCN(C2CCCCC2)CC1 was read as RSV CPE inhibition 1.8%, AID2073 5%, NTR1 agonist -1.1, Large T inhibition 22%, UTI89 phage lysis 0.1%, West Nile virus CPE -0.6%, Rac1 GTP hydrolysis 4%, Siah-1 displacement 3%, NS5 inhibitors -4% and NTR1 agonist cell count 20 µM 50.
CC(=O)NC1=NC(=O)/C(=C/N2CCOCC2)S1 was read as RSV CPE inhibition 0.7%, AID2073 3%, NTR1 agonist -1.7, Large T inhibition 5%, UTI89 phage lysis 1.9%, West Nile virus CPE 0.1%, Rac1 GTP hydrolysis 12%, Siah-1 displacement 0%, NS5 inhibitors 6% and NTR1 agonist cell count 20 µM 33.
For Cc1ccc(S(=O)(=O)N/N=C\c2cc3c(cc2[N+](=O)[O-])OCO3)cc1 the results were RSV CPE inhibition 2.5%, AID2073 4%, NTR1 agonist 1.2, Large T inhibition 7%, UTI89 phage lysis 2.6%, West Nile virus CPE -0.5%, Rac1 GTP hydrolysis 5%, Siah-1 displacement -3%, NS5 inhibitors 2% and NTR1 agonist cell count 20 µM 42.
CCOC(=O)[C@H]1[C@H]2COc3ccc(OC)cc3[C@@H]2N2C(=O)c3cc(F)c(F)cc3NC(=O)[C@@]12C was read as RSV CPE inhibition -0.6%, NTR1 agonist -2.0, Large T inhibition 16%, UTI89 phage lysis 0.6%, Rac1 GTP hydrolysis 7%, NS5 inhibitors -7% and NTR1 agonist cell count 20 µM 93.
O=C(CSc1ccc2nnc(-c3ccccc3)n2n1)N1CCCc2ccccc21 was read as RSV CPE inhibition inconclusive, AID2073 17%, NTR1 agonist 4.1, Large T inhibition 13%, UTI89 phage lysis 5.7%, West Nile virus CPE 0.1%, Rac1 GTP hydrolysis 15%, Siah-1 displacement 0%, NS5 inhibitors -4% and NTR1 agonist cell count 20 µM 43.
Screening COc1ccc(C2N(c3ccc4c(c3)OCCO4)C(=O)C2(F)F)cc1OC (stereo not drawn) returned RSV CPE inhibition 5.4%, AID2073 -6%, NTR1 agonist 2.2, Large T inhibition 15%, UTI89 phage lysis 0.2%, West Nile virus CPE 0.5%, Rac1 GTP hydrolysis 10%, Siah-1 displacement -3%, NS5 inhibitors -1% and NTR1 agonist cell count 20 µM 53.

High-throughput results (PubChem BioAssay)
